Screening data as filed in PubChem.
DAGLB inh = diacylglycerol lipase beta (human) inhibition | HEK293T DAGLB membrane lysate, EnzChek fluorogenic substrate | inhibition, % at 5.17 µM | 340,000 tested, 0.059% active | AID 504411; in the data active means inhibition above about 34%;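 further: 0% = enzyme with vehicle and 100% = wells lacking enzyme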
Target sequence (Q8NCG7 whole entry, looked up): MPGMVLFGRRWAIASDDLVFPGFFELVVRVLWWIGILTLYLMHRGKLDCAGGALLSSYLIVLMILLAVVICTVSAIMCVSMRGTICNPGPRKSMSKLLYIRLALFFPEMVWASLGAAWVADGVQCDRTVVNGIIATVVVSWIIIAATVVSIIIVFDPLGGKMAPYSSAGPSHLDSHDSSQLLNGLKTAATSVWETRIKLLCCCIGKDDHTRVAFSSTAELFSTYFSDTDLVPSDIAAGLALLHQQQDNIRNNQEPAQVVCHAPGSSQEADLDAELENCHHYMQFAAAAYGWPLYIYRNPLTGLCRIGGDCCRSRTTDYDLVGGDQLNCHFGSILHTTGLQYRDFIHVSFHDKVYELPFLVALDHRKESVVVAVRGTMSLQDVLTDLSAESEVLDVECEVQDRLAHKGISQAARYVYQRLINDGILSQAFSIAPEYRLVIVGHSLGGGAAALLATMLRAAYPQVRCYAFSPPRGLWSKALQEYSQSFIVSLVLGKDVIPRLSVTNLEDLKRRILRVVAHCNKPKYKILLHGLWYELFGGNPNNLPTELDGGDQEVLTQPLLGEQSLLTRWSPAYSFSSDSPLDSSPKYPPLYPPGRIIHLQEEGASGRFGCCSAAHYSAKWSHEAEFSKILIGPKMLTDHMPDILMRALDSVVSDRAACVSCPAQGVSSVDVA
Wnt act = activates Wnt/beta-catenin signaling in a reporter cell assay | activator, plate reader | activation, % at 9.35 µM | 300,000 tested, 1.2% active; in the data active means activation above about 30%, passing the limit was not always enough;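 further: 0% = neutral control wells and 100% = positive control wells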
PvdQ acylase = blocks Pseudomonas aeruginosa PvdQ acylase activity; purified PvdQ acylase, fluorescence plate reader; inhibition, % at 10 µM; 340,000 tested, 0.063% active; AID 488965; in the data active means inhibition above about 30%, passing the limit was not always enough;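 further: 0% = vehicle neutral wells and 100% = reference inhibitor wells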
Rtt109 Vps75 = blocks Candida albicans Rtt109/Vps75 acetyltransferase activity. purified Rtt109/Vps75, ThioGlo CoA-SH fluorescence, 4 h. inhibition, % at 34.9 µM. AID 540336. 330,000 tested, 0.16% active;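 active means inhibition of at least 50% in every replicate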
Target sequence (Q5AAJ8 whole entry, looked up): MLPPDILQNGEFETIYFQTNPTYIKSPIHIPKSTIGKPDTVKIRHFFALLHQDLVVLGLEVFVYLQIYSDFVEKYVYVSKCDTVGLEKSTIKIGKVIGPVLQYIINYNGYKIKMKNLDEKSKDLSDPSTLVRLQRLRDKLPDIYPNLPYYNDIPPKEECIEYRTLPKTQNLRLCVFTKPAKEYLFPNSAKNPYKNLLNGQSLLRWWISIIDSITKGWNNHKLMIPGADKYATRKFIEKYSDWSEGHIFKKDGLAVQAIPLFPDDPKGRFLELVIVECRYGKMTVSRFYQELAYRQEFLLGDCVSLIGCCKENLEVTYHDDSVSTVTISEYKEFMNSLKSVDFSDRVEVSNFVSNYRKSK
CAL PDZ inh = blocks peptide binding to human CAL PDZ domain; inhibition, % at 20 µM; Q9HD26; AID 504414; 330,000 tested, 0.02% active; purified CAL PDZ, TMR-peptide fluorescence polarization, 1 h;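 active means highest replicate inhibition of at least 40%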;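 further: plate controls were DMSO neutral control wells for no effect and unlabeled competitor peptide control wells for full effect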
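Control set: unlabelled peptide and DMSO controls / Material: purified CerCALP PDZ construct / Timing: 1 h incubation at room temperature before polarization reading / Doses: 20 µM, one dose / Detection: fluorescence polarization (mP)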
Tat export inh = inhibitors of E. coli Tat protein transport; E. coli MC4100 TorA-mCherry Tat export, fluorescence; inhibition, % at 10 µM; 340,000 tested, 0.036% active; AID 488895;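 active means mean replicate inhibition at least 50% and at least half of replicates individually reaching 50%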;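 further: exported cargo escapes ClpAP degradation while cytoplasmic cargo is degraded and loses fluorescence; 0% = median of neutral control wells and 100% = median of NaSCN control wells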
phage Ecoli inh = E. coli growth loss with phage present | growth absorbance | inhibition, % at 11.9 µM | 360,000 tested, 0.26% active | AID 651602; in the data active means inhibition above about 11%
AddAB inh = less growth of phage-infected E. coli with AddAB. AID 435030. inhibition, % at 11.9 µM. 330,000 tested, 0.29% active. E. coli expressing H. pylori AddAB, absorbance growth; in the data active means inhibition above about 12%;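 further: 0% = vehicle wells of infected cells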
Ecoli viability = bacterial growth inhibition, counter-screen for AddAB inhibitors. E. coli V3065 growth, OD600 absorbance, 18 h. inhibition, % at 11.9 µM. 330,000 tested, 0.27% active. AID 449728;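 active means inhibition above the campaign's mean inhibition across all tested compounds plus 3 SD, cut at about 9.9% in these data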;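 further: uninfected addAB+ strain grown without phage in ampicillin broth; 0% = DMSO wells and 100% = ciprofloxacin 0.95 µg/ml wells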
PfHsp90 set2 = reduces growth (ATP signal) of yeast expressing P. falciparum Hsp90. AID 504621. 310,000 tested, 0.32% active. inhibition, % at 9.4 µM. S. cerevisiae expressing PfHsp90, BacTiter-Glo ATP, 48 h; yeast lacking PDR1 and PDR3 efflux regulators;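 active means every replicate shows inhibition above about 80%, whatever the replicate mean, limit read from the data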;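 further: 0% = DMSO neutral controls and 100% = 20 µM radicicol positive controls; yeast relying on Plasmodium falciparum Hsp90 in place of its own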
* = called active by the depositor; . = not tested or not shown.

SMILES	DAGLB inh	Wnt act	PvdQ acylase	Rtt109 Vps75	CAL PDZ inh	Tat export inh	phage Ecoli inh	AddAB inh	Ecoli viability	PfHsp90 set2
CCOC(=O)c1sc(N2C(=O)C(O)=C(C(=O)c3ccco3)C2c2cccc(Cl)c2)nc1C (stereo not given)	9	-1	-5	14	-4.0	13	3.9	2.6	-0.2	31
COCCCN(C(C)=O)c1nc(-c2ccc(OC)cc2)cs1	-4	3	-5	14	-0.6	-5	0.0	3.1	-1.2	.
CC(C)Cn1c(N)c(C(=O)CSc2nc3ncc(Cl)cc3[nH]2)c(=O)n(C)c1=O	-1	0	10	6	-3.4	4	-3.9	-1.7	-0.6	-17
O=C(COc1ccc([N+](=O)[O-])cc1)Nc1nc(-c2ccccn2)cs1	1	-4	-6	-1	-2.9	-6	-2.1	-2.1	-8.7	.
O=C(/C=C/c1ccc(S(=O)(=O)N2CCOCC2)cc1)Nc1ccc(F)c(F)c1F	0	-3	-10	15	-1.3	-6	-1.1	0.3	0.4	6
COC(=O)C1=C(C)NC(C)=C(C(=O)OC)C1c1ccco1	1	7	-16	8	-1.7	-11	3.0	0.3	-0.2	23
COc1ccc(/C=N/NC(=O)c2cc(-c3ccccc3)nc3ccccc23)cc1O	-1	0	-8	-6	-0.4	-3	-1.3	0.5	1.0	8
COc1ccc(-c2cn3cccnc3n2)cc1NS(=O)(=O)c1ccccc1	-1	-3	-16	-4	-4.4	-3	2.6	-0.2	-1.5	-20
Cc1sc(NC(=O)CSc2nnc(COc3ccccc3)n2C)c(C#N)c1C	1	2	-9	-7	-1.9	0	3.2	3.5	-1.7	-127
CCCN(CC(=O)Nc1ccccc1C)C(=O)c1sc2ccccc2c1Cl	-2	-1	-13	-6	-0.1	-2	-0.1	0.1	2.5	-7
COc1cc(O)c(C(CC(=O)N2CCN(c3ccccc3)CC2)c2ccc3c(c2)OCO3)c(OC)c1 (stereo not given)	2	-4	-14	-6	-0.9	0	1.4	0.5	-0.5	28
CCOC(=O)CN(C(=O)CNC(=O)c1cccs1)C(C(=O)NC1CCCCC1)c1cccs1 (stereo not given)	1	-7	-12	-4	0.5	2	0.5	-0.2	-1.7	13
C=CCNC(=S)Nc1ccc(N(C)C)cc1	-2	12	-8	-1	-1.1	-3	0.9	0.4	0.7	-23
Cc1nn(C)c(Cl)c1C(=O)NCC(=O)NCc1ccccc1	0	2	-10	-3	-5.4	-8	3.2	0.7	-0.1	2
CCOc1ccc(NC(=O)c2ccc(NS(=O)(=O)c3cccs3)cc2)cc1	-2	1	9	5	-2.9	-1	0.0	0.6	-0.3	-3
Cc1nc(-c2cccc(NS(=O)(=O)c3cccc4ccccc34)c2)cs1	-3	.	7	-1	-3.4	2	1.3	2.1	1.7	-13
O=C(CSCc1ccc(Br)cc1)Nc1ccc(S(=O)(=O)N2CCOCC2)cc1	-1	.	-12	-3	.	4	2.1	0.9	-0.7	.
O=S(=O)(C/C(=C/CO)S(=O)(=O)c1ccccc1)c1ccccc1	-1	.	1	10	1.2	-6	-1.9	6.5	0.1	-32
CC1(C)Cc2c(sc3c2C2=NCCN2C=N3)CO1	-3	-4	-17	-1	-1.8	7	1.4	0.2	0.4	-17
CCOc1ccc(CNC(=O)CCS(=O)(=O)c2ccc3c(c2)oc(=O)n3C)cc1	3	1	-4	2	0.3	-4	-1.1	1.4	-2.8	-76

Some of these compounds in order of their number in Rtt109 Vps75, smallest number first:
compound | DAGLB inh | Wnt act | PvdQ acylase | Rtt109 Vps75 | CAL PDZ inh | Tat export inh | phage Ecoli inh | AddAB inh | PfHsp90 set2
Cc1sc(NC(=O)CSc2nnc(COc3ccccc3)n2C)c(C#N)c1C | 1 | 2 | -9 | -7 | -1.9 | 0 | 3.2 | 3.5 | -127
COc1cc(O)c(C(CC(=O)N2CCN(c3ccccc3)CC2)c2ccc3c(c2)OCO3)c(OC)c1 (stereo not given) | 2 | -4 | -14 | -6 | -0.9 | 0 | 1.4 | 0.5 | 28
CCOC(=O)CN(C(=O)CNC(=O)c1cccs1)C(C(=O)NC1CCCCC1)c1cccs1 (stereo not given) | 1 | -7 | -12 | -4 | 0.5 | 2 | 0.5 | -0.2 | 13

The results go on.
SMILES	DAGLB inh	Wnt act	PvdQ acylase	Rtt109 Vps75	CAL PDZ inh	Tat export inh	phage Ecoli inh	AddAB inh	Ecoli viability	PfHsp90 set2
O=C(NCC(c1cccnc1)N1CCOCC1)C1CCCCC1 (stereo not given)	3	-6	-3	-1	-4.3	4	1.5	0.6	1.6	33
Cc1nc(CN2CCN(Cc3nc(C(c4ccccc4)c4ccccc4)no3)CC2)cs1	.	0	-3	-9	-0.9	-4	1.2	2.0	-0.8	-14
COc1ccc(C(=O)OCC(=O)Nc2c(C)cccc2C)cc1	1	-2	-13	-7	-0.5	-6	3.3	1.8	-1.3	-8
COc1ccc(C(=O)Oc2c(OC)cc(C(=S)N3CCOCC3)cc2OC)cc1	-2	0	-13	0	-0.1	5	2.4	0.3	-0.5	-4
Cn1c(CSCc2ccc(F)cc2)n[nH]c1=S	-1	-1	-6	4	-1.2	4	-0.4	.	.	10
CCCCN(C(=O)CSc1nnnn1-c1ccccc1OC)C1CCS(=O)(=O)C1 (stereo not given)	2	-2	3	9	-2.4	-10	3.5	0.3	0.6	.
COc1ccc(C2CC(O)(c3ccccc3)Oc3cc(OC)ccc32)cc1 (stereo not given)	-7	1	0	7	-0.5	20	2.5	2.4	-1.0	.
CN(CC(=O)NCCc1ccc(S(N)(=O)=O)cc1)CC(=O)Nc1ccc(Cl)cc1	-1	0	-7	3	-0.1	-4	3.9	0.8	1.6	9
O=C(/C=C/c1ccc(F)cc1)N1CCCc2ccccc21	-8	3	0	7	-3.3	5	2.9	4.1	4.6	-1
N#C/C(=C(/O)CSc1ccccn1)c1nc2ccccc2s1	2	0	-10	-7	-0.7	1	2.6	-3.1	-2.0	28
NC(=O)c1ccc(NC(=O)COc2cccc3c2CCNC3=O)cc1	-2	3	-1	4	0.9	-6	3.3	.	.	9
CSc1ccccc1NC(=S)Nc1cc(C)cc(C)c1	-3	-7	-4	0	-1.5	-18	1.0	-0.8	1.6	1
COc1ccccc1N(C)S(=O)(=O)c1ccc(C(=O)N2CCCc3ccccc32)cc1	0	-2	-14	-2	-4.8	8	-0.4	4.2	-0.2	-18
Cc1ccccc1C(=O)N/N=C/c1cccc2ccccc12	-3	4	-8	0	-1.5	13	2.3	-2.4	-0.7	-26
COc1cc(CNn2cnnc2)ccc1OCC(=O)NC1CCCCC1	0	-2	-10	-1	0.3	-14	3.6	2.8	-0.2	30
C[C@H](CO)N1C[C@H](C)[C@@H](CN(C)C(=O)Nc2ccc3c(c2)OCO3)Oc2c(NS(=O)(=O)c3cn(C)cn3)cccc2C1=O	4	10	-7	1	-0.9	11	2.1	2.6	-0.4	7
Cn1cc(CN2CCC(C(O)c3cccs3)CC2)c(-c2ccccc2F)n1 (stereo not given)	-1	3	7	-7	0.3	-4	-2.1	-0.8	-1.6	-4
Cc1c(NC(=O)C(C)SC(=S)N2CCCC2)c(=O)n(-c2ccccc2)n1C (stereo not given)	-1	1	-1	-6	0.3	-6	4.8	0.8	-1.6	-16
CCOc1cccc(CNc2nnnn2C)c1	2	1	-10	-2	.	-2	3.1	1.1	-0.3	2
Cc1nc(Nc2ccc(C(=O)O)cc2)sc1-c1ccccc1	6	1	-19	-2	-0.3	-9	4.6	0.7	4.7	-41
O=C(COC(=O)c1ccc(C(F)(F)F)cc1)Nc1cccc(S(=O)(=O)NC2=NCCCCC2)c1	-1	-3	-10	-6	-1.1	7	2.0	-1.3	-2.4	17
Cc1cc(C)c(C#N)c(SCc2ccccc2F)n1	-5	-3	-5	3	-0.2	0	2.2	1.1	-2.0	7
COc1ccc(N2CCN(C(=O)CN3C(=O)NC(c4ccc(OC)cc4)(c4ccc(OC)cc4)C3=O)CC2)cc1	-1	-2	1	14	-1.4	2	2.4	-1.5	0.2	-19
O=C(Nc1ccc2c(c1)OCCO2)c1ccccc1	-3	.	3	-1	-0.6	-1	.	0.5	-0.2	-2
O=C(Nc1ccc2c(c1)OCCO2)N1CCN(Cc2ccccc2)CC1	1	25	-25	2	0.6	10	2.3	0.3	0.9	4
CC1(C(=O)NCCCNc2ncc(C(F)(F)F)cc2Cl)C=CCN1C(=O)c1ccccc1 (stereo not given)	-3	4	-12	-9	-1.1	-14	2.8	-0.3	2.3	.
COc1ccc(S(=O)(=O)N2CCN(C(=O)CCSc3ccccc3)CC2)cc1	-3	-6	2	-11	-0.8	6	0.5	0.9	-1.4	4
Cc1ccc(Cn2ccc(=O)c(OCc3c(Cl)cccc3Cl)c2C)cc1	-8	.	-17	0	-1.6	-5	1.1	1.0	0.2	4
CCOCc1cn(CC(=O)c2ccc([N+](=O)[O-])cc2)c(C)nc1=N	-1	.	-26	2	-1.2	-5	2.5	-1.0	2.2	1
N#C/C(=C\c1ccc2c(c1)OCCO2)C(=O)Nc1ccc(C(=O)O)cc1	1	15	-5	-3	-0.6	4	-2.0	-1.1	-1.8	2
Cc1ccc(NC(=O)COC(=O)CNC(=O)c2cccc([N+](=O)[O-])c2)cc1S(=O)(=O)N1CCCCCC1	4	-4	-4	9	-4.5	6	3.5	6.4	0.5	-22
CN(CC1COc2ccccc2O1)C(=O)c1cccc(S(=O)(=O)N2CCCC2)c1 (stereo not given)	-2	-1	-1	31	-1.2	5	4.8	-1.3	-0.7	14
COCCCn1c(=O)c2sccc2n(Cc2cc(C(=O)OC)ccc2OC)c1=O	0	0	-13	-1	-1.0	-5	1.6	1.9	1.2	11
COc1ccc(Cl)cc1NC(=O)Nc1ccccc1SC	-2	-1	-4	-3	-0.7	-3	4.1	-0.7	2.2	9
O=C(c1ccc2c(c1)N(Cc1ccccc1F)C(=O)c1ccccc1S2(=O)=O)N1CCCC1	3	15	-12	-5	-3.1	3	4.8	2.5	0.3	10
CC(C)(C)NC(=O)c1ccc2c3c(cccc13)CC2	-4	8	-2	0	-2.6	-4	0.0	6.8	1.6	6
CCCCOc1ccc(/C(O)=C(\C#N)c2nc3ccccc3[nH]2)cc1	-2	0	-8	1	-2.1	-1	0.2	-0.7	-0.2	12
COc1ccc(O)c(/C=N/NC(=O)CN2CCS(=O)(=O)CC2)c1	0	-2	0	-23	0.2	-3	-2.0	-0.2	-1.5	-3
Oc1ccccc1/C=N/N1CCN(c2ccccn2)CC1	-2	38*	-1	-5	-1.9	-5	0.9	-0.2	-1.2	4
C=CCNC(=O)c1ccc2nccnc2c1	4	0	-8	14	-0.5	-5	3.6	0.4	0.9	13
O=C(NCCN1C(=O)S/C(=C/c2cccnc2)C1=O)c1ccc(S(=O)(=O)N2CCCC2)cc1	3	-1	-3	2	-0.8	-2	2.2	.	.	-12
Cc1ccccc1NC(=O)COc1coc(CN2CCN(c3ccccc3)CC2)cc1=O	1	0	0	26	-1.6	-3	1.4	-1.3	-2.5	-1
CC1(C)CC(=O)C2=C(C1)Nc1ccccc1NC2c1cccs1 (stereo not given)	-1	0	-2	-2	-1.9	-2	4.6	1.2	-2.3	1
CCOc1ccc(CCNC(=O)CCc2nnc3ccc(N4CCCC4)nn23)cc1OCC	3	0	-8	-3	-1.1	2	0.5	5.3	-0.9	9
COc1cc(/C=N/NC(=O)C(=O)Nc2ccccn2)ccc1O	0	2	-9	0	-0.9	4	2.6	3.0	1.9	-79
CCC(C)(C)NC(=O)C(C)OC(=O)c1nsc(Cl)c1Cl (stereo not given)	-1	-4	0	3	-2.5	4	3.4	3.3	-0.9	16

An unsorted share of the library. About 1.9% of those tested had a hit in this group.
